High-throughput results deposited in PubChem BioAssay by Broad Institute.
Casp6 inh – blocks human caspase-6 cleavage activity; P55212; purified caspase-6, Z-VEID-R110 cleavage fluorescence; inhibition, % at 12.5 µM; actives 0.53% (n = 350,000); AID 686996;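 active = mean inhibition across replicates at least about 35%, with every replicate also reaching that limit, limit read from the data; inconclusive = only one of the two criteria met; inactive = neither criterion met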;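 note: 0% = median of neutral control wells and 100% = no fluorescence left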
Target sequence (P55212 24-179 limits assumed): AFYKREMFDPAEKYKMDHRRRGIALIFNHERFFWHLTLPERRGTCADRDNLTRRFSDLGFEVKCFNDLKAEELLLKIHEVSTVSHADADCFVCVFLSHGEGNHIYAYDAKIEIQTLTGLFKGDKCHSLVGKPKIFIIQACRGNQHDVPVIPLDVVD
Target sequence (P55212 194-293 limits assumed): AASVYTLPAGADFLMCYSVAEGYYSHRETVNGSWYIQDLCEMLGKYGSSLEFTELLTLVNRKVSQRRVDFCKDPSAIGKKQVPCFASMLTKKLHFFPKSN
DENV2 CPE – protects cells from dengue virus 2 cytopathic effect; DENV2-infected cells, cytopathic effect rescue, plate reader; CPE inhibition, % at 9.99 µM; actives 1.7% (n = 350,000); AID 651640; in the data active = CPE inhibition above about 20%, passing the limit was not always enough; inconclusive = no clear call, values can overlap the other calls; tested in BHK-21 cells;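 note: 0% = median of neutral control wells and 100% = median of positive control wells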
LGR2 inh – blocks bursicon-induced cAMP signaling via Drosophila LGR2; HEK293 LGR2, CRE-luciferase, bursicon-stimulated, 4 h; inhibition, % at 9.99 µM; actives 0.35% (n = 380,000);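 active = drop in luminescence signal, shown as inhibition above about 50% in the replicate tests, limit read from the data, passing the limit was not always enough; inconclusive = probably only some replicates passing the limit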;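 note: agonist challenge used bursicon conditioned medium at about half maximal strength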
SIRT5 block – sirtuin-5 (human) deacylase inhibition | Q9NXA8 | Purified SirT5, succinyl-peptide AMC, trypsin-coupled fluorescence | inhibition, % at 15 µM | actives 1.1% (n = 330,000); in the data active = inhibition above about 15%; inconclusive = no clear call, values can overlap the other calls
Target sequence (Q9NXA8 whole entry, looked up): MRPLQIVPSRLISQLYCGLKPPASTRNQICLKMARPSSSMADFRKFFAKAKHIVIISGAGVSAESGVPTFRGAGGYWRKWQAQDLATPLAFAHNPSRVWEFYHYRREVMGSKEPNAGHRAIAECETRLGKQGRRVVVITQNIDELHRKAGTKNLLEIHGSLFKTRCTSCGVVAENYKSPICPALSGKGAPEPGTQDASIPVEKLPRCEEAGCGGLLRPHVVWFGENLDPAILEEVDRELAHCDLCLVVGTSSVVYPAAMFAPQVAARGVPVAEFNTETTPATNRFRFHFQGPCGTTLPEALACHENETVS
ARNT-TACC3 inh – disrupts binding between human ARNT and TACC3. inhibition, % at 9.99 µM. AID 623870. actives 0.66% (n = 390,000). Q9Y6A5. AlphaScreen His-ARNT PAS-B/GST-TACC3 binding, luminescence; TACC3 fragment carries E629A point mutation;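 active = mean inhibition of replicates at least 50% and at least half of replicates each reaching 50%; inconclusive = half or more replicates reach 50% but mean below 50%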;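 note: 0% = complete ARNT plus TACC3 wells and 100% = ARNT alone without TACC3; many hits fall short of the cut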
PAX8 inh HTS – inhibitors of PAX8 transcriptional activity in RMG-I cells | RMG-I TPO-luciferase reporter, SteadyGlo, 24 h | inhibition, % at 12.6 µM | actives 1.2% (n = 360,000);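 active = mean replicate inhibition at least 60% with every replicate also reaching 60%; inconclusive = only one of the two criteria is met; inactive = mean below 60% and not all replicates reaching 60%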;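 note: luciferase light reporting Pax8 driven TPO promoter activity; plate controls were median of neutral control wells for no effect and mitoxantrone controls for full effect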
EWS-Fli block – EWS/Fli transcriptional activity inhibition; A673 NR0B1-luciferase reporter, viability-normalised; inhibition, % at 12.6 µM; actives 0.67% (n = 350,000); AID 651661;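 active = mean inhibition of at least 50% after viability correction, with every replicate also passing that limit; inconclusive = mean reaches 50% but only one of two replicates passes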;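 note: firefly luciferase signal divided by Alamar Blue viability fluorescence both relative to DMSO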
An asterisk follows results filed as active.

How did CC(C)(C)c1cc(C(C)(C)C)n(-c2ccccc2)n1 do in these assays?
LGR2 inh: -8; ARNT-TACC3 inh: 2; PAX8 inh HTS: 10

How did CCC(=O)Nc1ccccc1-c1nc2ccccc2[nH]c1=O do in these assays?
Casp6 inh: 4; DENV2 CPE: inconclusive; LGR2 inh: 4; SIRT5 block: -3; ARNT-TACC3 inh: -6; PAX8 inh HTS: -9; EWS-Fli block: 2

How did CC[C@@H]1C=C(C(=O)O)[C@H](c2ccc(Cl)c(Cl)c2)N1S(=O)(=O)c1ccc(C)cc1 do in these assays?
Casp6 inh: 2; DENV2 CPE: 1; LGR2 inh: 3; SIRT5 block: -1; ARNT-TACC3 inh: -3; PAX8 inh HTS: -2; EWS-Fli block: -10

Results for CC(C)NC(=O)N1CC2(C1)[C@H](c1ccccc1)[C@H](CO)N2C(=O)C1CC1 ?
Casp6 inh: -2; DENV2 CPE: 18; LGR2 inh: 3; SIRT5 block: 0; EWS-Fli block: 17

How did COc1ccc(S(=O)(=O)Nc2ccc3c(c2)C(=O)N([C@H](C)CO)C[C@@H](C)[C@@H](CN(C)S(=O)(=O)c2ccc(F)cc2)O3)cc1 do in these assays?
Casp6 inh: -2; DENV2 CPE: 1; LGR2 inh: 6; SIRT5 block: 3; ARNT-TACC3 inh: -6; EWS-Fli block: -1

Results for C[C@@H]1CN([C@@H](C)CO)C(=O)c2cccc(NS(=O)(=O)c3ccccc3)c2O[C@@H]1CN(C)C ?
Casp6 inh: 0; DENV2 CPE: 3; LGR2 inh: -5; SIRT5 block: -1; ARNT-TACC3 inh: 4; PAX8 inh HTS: -13; EWS-Fli block: -1

How did COc1ccc(CC(N)c2csc(NC(=O)Nc3ccc(F)cc3)n2)cc1 (centres undefined) do in these assays?
Casp6 inh: 1; DENV2 CPE: 11; LGR2 inh: 5; SIRT5 block: 4; PAX8 inh HTS: -21; EWS-Fli block: -1

What do the screens show for `O=C(Nc1ccc(Cl)cc1)N1C[C@H]2[C@@H](c3ccccc31)[C@@H](CO)N2C(=O)C1CC1`?
Casp6 inh: 7; DENV2 CPE: 2; LGR2 inh: -3; SIRT5 block: 4; ARNT-TACC3 inh: -1; PAX8 inh HTS: 1; EWS-Fli block: -14

What do the screens show for `Cc1ccc(S(=O)(=O)Nc2cccc3c2O[C@@H](CN(C)Cc2ccncc2)[C@@H](C)CN([C@@H](C)CO)C3=O)cc1`?
Casp6 inh: 2; DENV2 CPE: 0; LGR2 inh: 5; SIRT5 block: 2; ARNT-TACC3 inh: 9; PAX8 inh HTS: 0; EWS-Fli block: 4

What do the screens show for `CNC(=O)C[C@H]1CC[C@@H]2[C@@H](COc3ccc(NC(=O)Nc4ccc(F)c(F)c4)cc3C(=O)N2C)O1`?
Casp6 inh: 0; DENV2 CPE: 1; LGR2 inh: -36; SIRT5 block: -1; ARNT-TACC3 inh: -7; PAX8 inh HTS: 5; EWS-Fli block: -7

What do the screens show for `CN1CCN(C(=O)C2CCC(CNS(=O)(=O)c3cccc4cccnc34)CC2)CC1` (centres undefined)?
Casp6 inh: 1; DENV2 CPE: inconclusive; LGR2 inh: -6; ARNT-TACC3 inh: -24; PAX8 inh HTS: 8; EWS-Fli block: 3

Results for O=C(Nc1ccc(F)cc1)C1CCC(CNc2c(N3CCCCC3)c(=O)c2=O)CC1 (centres undefined) ?
Casp6 inh: 1; DENV2 CPE: 3; LGR2 inh: -4; SIRT5 block: -1; ARNT-TACC3 inh: 3; PAX8 inh HTS: 6; EWS-Fli block: -13

What do the screens show for `Cc1[nH]n(C(N)=S)c(=O)c1N=Nc1ccc([N+](=O)[O-])cc1Cl`?
Casp6 inh: 1; DENV2 CPE: -8; LGR2 inh: -14; SIRT5 block: -2; ARNT-TACC3 inh: 11; PAX8 inh HTS: -25; EWS-Fli block: -22

Results for CCOc1ccc(CCNc2nc3ccccc3n3cnnc23)cc1OCC ?
Casp6 inh: 1; DENV2 CPE: -3; LGR2 inh: 3; SIRT5 block: 1; ARNT-TACC3 inh: -4; PAX8 inh HTS: -6; EWS-Fli block: 0

Results for O=C1C(=O)c2c(ccc3ccccc23)-c2ccccc21 ?
Casp6 inh: -1; DENV2 CPE: -5; LGR2 inh: 15; SIRT5 block: -1; ARNT-TACC3 inh: 0; PAX8 inh HTS: 13; EWS-Fli block: 14

What do the screens show for `CCN(CC)CC#Cc1ccc(C)cc1`?
Casp6 inh: 1; DENV2 CPE: 2; LGR2 inh: 0; SIRT5 block: 0; ARNT-TACC3 inh: -3; PAX8 inh HTS: 0; EWS-Fli block: 2

Results for COCC(=O)N1CCCCN2[C@@H](CO)[C@H](c3ccc(-c4ccc(C)cc4)cc3)[C@@H]2C1 ?
Casp6 inh: 0; DENV2 CPE: 47*; LGR2 inh: 22; SIRT5 block: -2; ARNT-TACC3 inh: -11; PAX8 inh HTS: 1; EWS-Fli block: -11

What do the screens show for `CN(C)CCCNC(=O)[C@H]1[C@H](CO)[C@H]2Cn3c(cccc3=O)[C@@H]1N2C(=O)Nc1cc(F)ccc1F`?
DENV2 CPE: inconclusive; LGR2 inh: 3; SIRT5 block: -2; ARNT-TACC3 inh: 42; PAX8 inh HTS: -6; EWS-Fli block: -3

Results for C=CC[C@@H](CC(=O)NCCO)C(=O)N[C@@H](COC(=O)[C@@H](CC=C)Cc1ccc(F)cc1)Cc1c[nH]c2ccccc12 ?
Casp6 inh: 2; LGR2 inh: 10; ARNT-TACC3 inh: 13; PAX8 inh HTS: 21; EWS-Fli block: 5

How did CC(C)(C)C(=O)Nc1c2c(nn1-c1cccc(Cl)c1)CS(=O)(=O)C2 do in these assays?
Casp6 inh: 2; DENV2 CPE: inconclusive; LGR2 inh: -1; SIRT5 block: -3; ARNT-TACC3 inh: 8; PAX8 inh HTS: 11; EWS-Fli block: -4

Some of these compounds in order of length of the SMILES, ascending:
Results for O=C1C(=O)c2c(ccc3ccccc23)-c2ccccc21 ?
Casp6 inh: -1; DENV2 CPE: -5; LGR2 inh: 15; SIRT5 block: -1; ARNT-TACC3 inh: 0; PAX8 inh HTS: 13; EWS-Fli block: 14

How did CCC(=O)Nc1ccccc1-c1nc2ccccc2[nH]c1=O do in these assays?
Casp6 inh: 4; DENV2 CPE: inconclusive; LGR2 inh: 4; SIRT5 block: -3; ARNT-TACC3 inh: -6; PAX8 inh HTS: -9; EWS-Fli block: 2

How did COc1ccc(CC(N)c2csc(NC(=O)Nc3ccc(F)cc3)n2)cc1 (centres undefined) do in these assays?
Casp6 inh: 1; DENV2 CPE: 11; LGR2 inh: 5; SIRT5 block: 4; PAX8 inh HTS: -21; EWS-Fli block: -1

What do the screens show for `CN1CCN(C(=O)C2CCC(CNS(=O)(=O)c3cccc4cccnc34)CC2)CC1` (centres undefined)?
Casp6 inh: 1; DENV2 CPE: inconclusive; LGR2 inh: -6; ARNT-TACC3 inh: -24; PAX8 inh HTS: 8; EWS-Fli block: 3

How did CC[C@@H]1C=C(C(=O)O)[C@H](c2ccc(Cl)c(Cl)c2)N1S(=O)(=O)c1ccc(C)cc1 do in these assays?
Casp6 inh: 2; DENV2 CPE: 1; LGR2 inh: 3; SIRT5 block: -1; ARNT-TACC3 inh: -3; PAX8 inh HTS: -2; EWS-Fli block: -10

Results for C[C@@H]1CN([C@@H](C)CO)C(=O)c2cccc(NS(=O)(=O)c3ccccc3)c2O[C@@H]1CN(C)C ?
Casp6 inh: 0; DENV2 CPE: 3; LGR2 inh: -5; SIRT5 block: -1; ARNT-TACC3 inh: 4; PAX8 inh HTS: -13; EWS-Fli block: -1

(listing goes on)
What do the screens show for `O=C(Cn1cnc2c(nnn2Cc2ccc(Cl)cc2)c1=O)N1CCCc2ccccc21`?
Casp6 inh: 0; DENV2 CPE: 1; LGR2 inh: 13; SIRT5 block: -8; ARNT-TACC3 inh: 0; EWS-Fli block: 7

What do the screens show for `CCN(CC)CCCC(C)NC(=O)c1cccc(S(=O)(=O)N2CCc3ccccc32)c1` (centres undefined)?
Casp6 inh: -6; DENV2 CPE: 1; LGR2 inh: -3; SIRT5 block: 3; ARNT-TACC3 inh: 14; PAX8 inh HTS: -3; EWS-Fli block: 2

Results for CCNC(=O)c1ccc(CSc2ccc(Cl)cc2)cc1 ?
Casp6 inh: 2; DENV2 CPE: 12; LGR2 inh: -25; SIRT5 block: -1; PAX8 inh HTS: 11; EWS-Fli block: -16

How did COc1ccc(CCN(C)C(=O)c2c(C)noc2C)cc1OC do in these assays?
Casp6 inh: -131; DENV2 CPE: 4; LGR2 inh: -12; SIRT5 block: -2; ARNT-TACC3 inh: 0; PAX8 inh HTS: 2; EWS-Fli block: -3

Results for O=C1CN(C(=O)CSc2nc3ccccc3c(=O)n2Cc2ccc(F)cc2)c2ccccc2N1 ?
Casp6 inh: 4; DENV2 CPE: -6; LGR2 inh: 9; SIRT5 block: 0; PAX8 inh HTS: 1; EWS-Fli block: 7

What do the screens show for `Cc1ccc(CN2CCC(Oc3cccc(C(=O)N(C)CCN(C)C)c3)CC2)cc1C`?
Casp6 inh: -17; DENV2 CPE: 17; LGR2 inh: 7; SIRT5 block: 0; ARNT-TACC3 inh: 20; PAX8 inh HTS: 11; EWS-Fli block: 22

What do the screens show for `CCOc1ccc2nc(NC(=O)C3(C)CC3(Br)Br)sc2c1` (centres undefined)?
Casp6 inh: 4; DENV2 CPE: -16; LGR2 inh: -119; SIRT5 block: 2; ARNT-TACC3 inh: 1; PAX8 inh HTS: -140; EWS-Fli block: -107

How did COc1ccc2c3c(n(C)c2c1)[C@@H](CO)N(Cc1cccnc1)CC31CN(C(=O)c2cccnc2)C1 do in these assays?
Casp6 inh: -2; DENV2 CPE: -1; LGR2 inh: -13; SIRT5 block: -2; PAX8 inh HTS: -12; EWS-Fli block: 7

Results for CCNC(=O)[C@@H]1[C@@H](CO)[C@@H]2Cn3c(ccc(C4=CCCCC4)c3=O)[C@@H]2N1Cc1ccccc1 ?
Casp6 inh: 1; DENV2 CPE: 2; LGR2 inh: 3; SIRT5 block: -3; ARNT-TACC3 inh: 1; EWS-Fli block: -2

What do the screens show for `O=C(C[C@@H]1CC[C@H]2[C@@H](COC[C@@H](O)CN2Cc2ccc3c(c2)OCO3)O1)N1CCOCC1`?
Casp6 inh: -1; DENV2 CPE: 30*; LGR2 inh: -6; SIRT5 block: -1; ARNT-TACC3 inh: 4; PAX8 inh HTS: 5; EWS-Fli block: -4

How did COc1ccc(S(=O)(=O)N(C)C[C@@H]2Oc3ccc(NS(=O)(=O)c4c(C)noc4C)cc3C(=O)N([C@H](C)CO)C[C@@H]2C)cc1 do in these assays?
Casp6 inh: 2; DENV2 CPE: 10; LGR2 inh: -5; SIRT5 block: 2; PAX8 inh HTS: 9; EWS-Fli block: -5

What do the screens show for `C/C=C/c1ccc2c(c1)O[C@@H](CN(C)C(=O)C1CCOCC1)[C@H](C)CN([C@H](C)CO)S2(=O)=O`?
Casp6 inh: -3; DENV2 CPE: -5; LGR2 inh: -37; SIRT5 block: -2; ARNT-TACC3 inh: -9; EWS-Fli block: 8

Results for COc1cc(/C=C2\SC(=S)N(CC(=O)Nc3ccccn3)C2=O)cc(OC)c1OC ?
Casp6 inh: -1; DENV2 CPE: 9; LGR2 inh: 9; SIRT5 block: -1; ARNT-TACC3 inh: -2; PAX8 inh HTS: -17; EWS-Fli block: -2

Results for CC(Sc1ncccn1)C(=O)Nc1ccc2c(c1)OCCO2 (centres undefined) ?
Casp6 inh: -1; DENV2 CPE: 6; LGR2 inh: 8; SIRT5 block: -2; PAX8 inh HTS: -28; EWS-Fli block: -18

Results for CCC(=O)Nc1nc(C)c(C(=O)Nc2cccc(Cl)c2)s1 ?
Casp6 inh: 1; DENV2 CPE: 4; LGR2 inh: -20; SIRT5 block: 7; ARNT-TACC3 inh: -6; PAX8 inh HTS: 9; EWS-Fli block: -13

Fetched by compound from the list above:
Results for CCOc1ccc(CCNc2nc3ccccc3n3cnnc23)cc1OCC ?
Casp6 inh: 1; DENV2 CPE: -3; LGR2 inh: 3; SIRT5 block: 1; ARNT-TACC3 inh: -4; PAX8 inh HTS: -6; EWS-Fli block: 0

What do the screens show for `CCN(CC)CCCC(C)NC(=O)c1cccc(S(=O)(=O)N2CCc3ccccc32)c1` (centres undefined)?
Casp6 inh: -6; DENV2 CPE: 1; LGR2 inh: -3; SIRT5 block: 3; ARNT-TACC3 inh: 14; PAX8 inh HTS: -3; EWS-Fli block: 2
